# Pf growth 48h: inhibits P. falciparum growth in the first generation, 48 h; P. falciparum luciferase growth in erythrocytes, 48 h; Potency, µM (doses to about 28.7 µM), for the others: top-dose activity change, negative = inhibition, actives largely listed as inhibitors; actives 5.9% (n = 310,000); AID 504832; further: potency means the concentration at half of the fitted maximal effect; on the % scale 0 is the no-effect control and ±100 the full control effect
#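 Luciferase-expressing P. falciparum in infected erythrocytes (2% hematocrit, 0.1% parasitemia final) in RPMI 1640/0.5% Albumax were exposed to compound for 48 hours at 37 C, 5% CO2; growth read as luminescence.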
# TbPYK inhibitor: inhibitors of Trypanosoma brucei pyruvate kinase; actives 0.12% (n = 410,000); Q57TT1; TbPYK enzyme, Kinase-Glo Plus ATP luminescence, 45 min; Potency, µM (series often up to 76.8 µM), for the others: at the top dose activity, negative = inhibition, usual class: inhibitors; AID 624173; further: potency means the concentration at half of the fitted maximal effect; on the % scale 0 is the no-effect control and ±100 the full control effect; nearly all actives have a fitted effect of over 50% in size
#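 Quantitative HTS: titrated library compounds versus trypanosomal pyruvate kinase in TEA buffer (pH 7.2) containing KCl, MgCl2, BSA and Tween-20. Reactions were initiated with ADP, 130 uM final. Kinase-Glo Plus luminescence was read after 45 min at RT.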
# AMA1-RON2 inh: inhibitors of Plasmodium falciparum AMA1-RON2 interaction | AlphaScreen AMA1-biotinylated RON2 peptide binding | Potency, µM (highest dose often 58.2 µM), for inactives: top-dose activity change, negative = inhibition, actives largely listed as inhibitors | actives 0.2% (n = 360,000) | AID 720542;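 further: potency means the concentration at half of the fitted maximal effect; 0% = vehicle wells and -100% = peptide control; nearly all actives have a fitted effect of over 45% in size; some results filed as inactive show a strong effect at the top dose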
#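 AMA1 (3D7) with his tag at 25 nM final met compounds first, then biotinylated RON2 peptide at 25 nM; detection used donor plus acceptor beads, 10 µg/mL apiece, read by AlphaScreen after 30 min at room temperature.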
# Shiga inhibitor: inhibitors of Shiga toxin in Vero cells; Vero cells, Shiga toxin protein synthesis inhibition reporter; inhibition, % at 38.7 µM; actives 9.2% (n = 290,000); in the data active means inhibition mostly above about 28%, no sharp cut-off; inactive means mostly below about 43%; further: 0% is about no effect
# Pf growth 96h: P. falciparum growth inhibition at 96 hour, primary screen for plastid delayed-death inhibitors. P. falciparum luciferase reporter growth, 96 h. Potency, µM (doses to about 28.7 µM), for inactives: at the top dose activity change, negative = inhibition, actives largely listed as inhibitors. actives 6.9% (n = 320,000); further: potency means the concentration at half of the fitted maximal effect; on the % scale 0 is the no-effect control and ±100 the full control effect
#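 Delayed-death screen, second-generation endpoint: infected erythrocytes, 2% hematocrit, 0.05% parasitemia final; 96 hours at 37 C, 5% CO2; luciferase detection reagent; luminescence decrease equals reduced growth.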
# Cycloheximide cs: affects cycloheximide protein synthesis inhibition readout, counter-screen | actives 12% (n = 300,000) | AID 2314 | max response, % | cell reporter, cycloheximide protein synthesis inhibition counterscreen; in the data active means max response mostly above about 13%, no sharp cut-off; inactive means mostly below about 14%; further: read at 38.3 µM for the half of the compounds with a filed dose; 0% is about no effect
# LmPK inh: LmPK (Leishmania mexicana) enzyme inhibition; AID 1721; purified LmPK, Kinase-Glo ATP luminescence, 1 h; actives 0.37% (n = 290,000); Q27686; Potency, µM (titrated, usually from 57.5 µM), for the others: at the highest dose activity change, negative = inhibition, hits mostly inhibitors; further: potency means the concentration at half of the fitted maximal effect; on the % scale 0 is the no-effect control and ±100 the full control effect
# Target sequence (Q27686 whole entry, looked up): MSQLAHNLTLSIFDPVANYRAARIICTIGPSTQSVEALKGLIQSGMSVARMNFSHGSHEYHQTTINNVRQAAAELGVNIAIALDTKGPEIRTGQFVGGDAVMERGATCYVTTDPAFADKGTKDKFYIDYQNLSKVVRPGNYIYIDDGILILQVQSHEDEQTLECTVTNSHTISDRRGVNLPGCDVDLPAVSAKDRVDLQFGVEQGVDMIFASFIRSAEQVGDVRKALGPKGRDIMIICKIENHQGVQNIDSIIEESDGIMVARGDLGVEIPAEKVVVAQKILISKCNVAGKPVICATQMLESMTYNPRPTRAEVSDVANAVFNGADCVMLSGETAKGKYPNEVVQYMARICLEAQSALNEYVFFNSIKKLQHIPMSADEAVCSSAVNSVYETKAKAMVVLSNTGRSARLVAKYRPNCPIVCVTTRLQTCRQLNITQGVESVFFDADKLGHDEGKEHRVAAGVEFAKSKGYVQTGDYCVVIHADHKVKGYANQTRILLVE
#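 qHTS format; LmPK 0.1 nM; substrates PEP 0.5 mM and ADP 0.1 mM. One-hour room-temperature incubation, then coupled luciferase luminescence; 0.5 nM enzyme wells mark activation.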
# Active calls of the source: *; u = inconclusive; x = not tested or not shown; & = joins results of further samples; [ ] = remark or other dose. Unless noted, the call rests on the fitted dose curve; in most records, active means well fitted curve in the direction sought with a large enough effect; inconclusive means small, poorly fitted or top-dose-only effect, or another doubt; inactive means no such curve, though single readings can be large; an effect the other way counts as inactive or inconclusive.
SMILES,Pf growth 48h,TbPYK inhibitor,AMA1-RON2 inh,Shiga inhibitor,Pf growth 96h,Cycloheximide cs,LmPK inh
Cc1ccc(OCC(=O)NCCc2c[nH]c3ccccc23)cc1,21%,-2%,-5%,18,x,-5,8%
CCCNC(=O)C(Cc1ccccc1C)NC(=O)c1ccc(C(F)(F)F)cc1 (configuration not stated),-15%,-2%,-2%,x,23%,x,x
COc1ccc(/C=C/C(=O)NC(=S)Nc2ccccn2)cc1,107%[activator],-1%,44%[activator],90*,62%[activator],47*,0%
COc1cccc(C2NC(=O)CCC2[N+](=O)[O-])c1 (configuration not stated),23%,-1%,4%,18,u,-4,3%
CC(NC(=S)NC1CCC(C(C)(C)C)CC1)c1ccccc1 (configuration not stated),7.4µM*,0%,75%[activator],-5,9.3µM*,-2,3%
NC[C@H]1O[C@H](O[C@H]2[C@H](O)[C@@H](O[C@H]3O[C@H](CO)[C@@H](O)[C@H](N)[C@H]3O)[C@H](N)C[C@@H]2N)[C@H](N)C[C@@H]1O,1%,3%,-1%,7,0%,0,0%
CCOC(=O)C1CN(S(C)(=O)=O)c2cc(CC(=O)OC)ccc2O1 (configuration not stated),u,3%,6%,-4,u,9,2%
COCCNC(=O)C(c1ccc(C)o1)N(CC1CCCO1)C(=O)Cn1nnc2ccccc21 (configuration not stated),-5%,2%,9%,14,u,0,-2%
CC(C)CC(NS(=O)(=O)c1ccccc1)C(=O)O (configuration not stated),-7%,-7%,-2%,3,x,-1,10%
CN(Cc1ccccc1)C(=O)c1[nH]cnc1C(=O)NCC(=O)OC(C)(C)C,71%[activator],-2%,-6%,-10,82%[activator],1,-1%
COC(=O)C1=C(C(=O)OC)[C@@H]2N(C)c3ccc(OC)cc3[C@@]23C[C@@H](C(=O)OC)N(C(=O)COCc2ccccc2)C3=N1,x,-4%,u,x,x,x,1%[11.5 µM]
NC(=O)c1c(NC(=O)C2CC=CCC2C(=O)O)sc2c1CCCCC2 (configuration not stated),0%,u,20%,-5,u,-2,1%
O=C(Cn1cc([N+](=O)[O-])ccc1=O)NCc1ccc(Cl)cc1Cl,80%[activator],-1%,-4%,24*,54%[activator],33*,-5%
Cc1nn(CC(=O)NCCCN2C(C)CCCC2C)c(=O)c2cc3occc3n12 (configuration not stated),8%,-3%,-6%,-4,-2%,-10,-5%
Cc1ccc(C(=O)C[n+]2cccc3cc(C)ccc32)cc1,u,3%,9%,-15,101%[activator],-2,0%[11.5 µM]
CC(C)CC(NS(=O)(=O)OCC(Cl)(Cl)Cl)c1ccccc1 (configuration not stated),-22%,-10%,-20%,-6,-13%,1,-8%
O=C(Nc1ccccc1N(C(=O)c1ccco1)S(=O)(=O)c1cccs1)c1ccco1,x,2%,-10%,-4,u,-1,5%
COc1ccccc1NS(=O)(=O)c1cccc(C(=O)NCc2ccco2)c1,12%,-10%,-8%,-16,5%,1,4%[11.5 µM]
CCOC(=O)Cn1c(-c2ccc(Cl)nc2)nc2ccccc21,-11%,30%,38%,16,56%[activator],-3,-3%
CCOC(=O)N1CCN(S(=O)(=O)c2ccc3c(c2)SC(C)C(=O)N3)CC1 (configuration not stated),u,-11%,6%,-4,-12%,-2,1%

# Single values from the entries so far:
# For LmPK inh, Cc1ccc(C(=O)C[n+]2cccc3cc(C)ccc32)cc1 shows 0%[11.5 µM]
# For Shiga inhibitor, O=C(Nc1ccccc1N(C(=O)c1ccco1)S(=O)(=O)c1cccs1)c1ccco1 shows -4

# (more compounds)
SMILES,Pf growth 48h,TbPYK inhibitor,AMA1-RON2 inh,Shiga inhibitor,Pf growth 96h,Cycloheximide cs,LmPK inh
COc1cc(OC)cc(C(=O)OCC(=O)N2CCCC2)c1,25%,16%,8%,1,64%[activator],-6,0%
COc1ccc(C2OCC3(CO2)SC(N)=NC3=O)cc1 (configuration not stated),9%,0%,0%,-9,x,5,4%
COc1ccc(OC)c(NC(=S)N2CCN(C(=O)C3CCCO3)CC2)c1 (configuration not stated),6%,-9%,-9%,-3,-10%,1,-9%
CCc1nnc(NC(=O)CN2CCN(Cc3cccc(F)c3)CC2)s1,15%,2%,86%[activator],-8,u,7,-5%
CN(C)S(=O)(=O)c1ccc(C(=O)NCc2cccs2)cc1,21%,-14%,-5%,9,-13%,0,6%
Cc1cnccc1NC(=O)c1cccs1,3%,1%,5%,-5,43%[activator],-2,3%
CC(C)(C)OC(=O)N1CCC(CNC(=O)c2ccccc2)CC1,-2%,0%,3%,39,1%,-4,-5%
COc1cc(/C=C/C(=O)OCC(=O)c2c(N)n(C)c(=O)n(C)c2=O)ccc1O,-10%,-6%,13%,7,-15%,1,1%
O=C(NCCCn1ccnc1)c1ccc(S(=O)(=O)Nc2ccccc2)cc1,-8%,0%,-19%,2,-3%,-2,-2%
Cc1nc(SCC(=O)NCCc2ccccc2)c2c(=O)n(C)c(=O)n(C)c2n1,-3%,5%,-6%,-13,-30%,-1,6%
O=C(O)CS(=O)(=O)c1ccc(Oc2ccc(S(=O)(=O)CC(=O)O)cc2)cc1,0%,-3%,-1%,-10,u,1,-1%
Cc1ccc(C2N3CCCN23)cc1 (configuration not stated),12%,-3%,-8%,9,15%,21,-2%
CC(C)CC(NC(=O)C1CCCN1C(=O)[C@@H](C)NC(=O)OCc1ccccc1)C(=O)NCC(N)=O (some centres not stated),-11%,2%,-1%,-3,20%,19,-2%
Cn1c(NNC(=O)C(c2ccccc2)c2ccccc2)cc(=O)n(C)c1=O,3%,0%,15%,-13,5%,-2,0%
CCOc1cc(NC(=S)Nc2cccc(OC)c2)c(OCC)cc1NC(=O)C(C)C,10%,6%,5%,-4,14%,2,3%
C/C(=N/NS(=O)(=O)c1ccc(C)cc1)c1c(O)c2ccccc2oc1=O,2%,1%,6%,-1,-3%,0,-2%
O=C(CSc1nc2c(cnn2-c2cccc(Cl)c2)c(=O)[nH]1)NCC1CCCO1 (configuration not stated),1%,-2%,-5%,x,-10%,x,x
COc1ccc(NC(=O)CN2CCN(c3nc(-c4cccc(OC)c4)cs3)CC2)cc1,8.3µM*,-6%,-9%,1,43%[activator],-2,5%
NC(=S)N/N=C/c1c(O)ccc2ccccc12,4.7µM*,-7%,13%,-2,u,8,6%
O=C(N/N=C\c1ccco1)c1cncc(Br)c1,11%,x,x,-38,28%,3,0%

# Reprinted from the entries so far, five compounds:
SMILES,Pf growth 48h,TbPYK inhibitor,AMA1-RON2 inh,Shiga inhibitor,Pf growth 96h,Cycloheximide cs,LmPK inh
C/C(=N/NS(=O)(=O)c1ccc(C)cc1)c1c(O)c2ccccc2oc1=O,2%,1%,6%,-1,-3%,0,-2%
O=C(CSc1nc2c(cnn2-c2cccc(Cl)c2)c(=O)[nH]1)NCC1CCCO1 (configuration not stated),1%,-2%,-5%,x,-10%,x,x
COc1ccc(NC(=O)CN2CCN(c3nc(-c4cccc(OC)c4)cs3)CC2)cc1,8.3µM*,-6%,-9%,1,43%[activator],-2,5%
NC(=S)N/N=C/c1c(O)ccc2ccccc12,4.7µM*,-7%,13%,-2,u,8,6%
O=C(N/N=C\c1ccco1)c1cncc(Br)c1,11%,x,x,-38,28%,3,0%

# (list continues)
SMILES,Pf growth 48h,TbPYK inhibitor,AMA1-RON2 inh,Shiga inhibitor,Pf growth 96h,Cycloheximide cs,LmPK inh
O=C(CCCOc1ccc(Cl)cc1Cl)NCCc1ccccn1,3%,-1%,8%,39*,107%[activator],31*,-6%
CCN(C(=O)CSc1nnc2c3ccccc3n(CC)c2n1)C1CCS(=O)(=O)C1 (configuration not stated),-22%,-12%,-9%,17,-2%,4,1%
Nc1nccc(-c2ccc(-n3cnc4ccccc43)cc2)n1,-2%,-1%,-3%,25,9%,13,1%
COc1ccc(S(=O)(=O)n2c(CCN3CCOCC3)nc3ccccc32)cc1,u,1%,u,-6,-2%,7,-6%
COc1ccc(OC)c(S(=O)(=O)Nc2cccc(-c3ccc4nncn4n3)c2)c1,-9%,2%,-24%,-7,-25%,-3,2%
COc1cc2c(cc1OC)/C(=C/C(=O)N1CCOCC1)NC(C)(C)C2,-4%,6%,-3%,6,u,18,-3%
Cc1ccc(NC(=O)c2ccc(S(=O)(=O)N3CCCC3)cc2)nc1,u,2%,3%,x,-6%,x,x
CC(=O)c1ccc(-c2nnc(CCC(=O)N(C)Cc3c(C)nc4ccccn34)o2)s1,-19%,10%,41%[activator],29,u,7,-4%
COP(=S)(OC)Oc1ccc(Sc2ccc(OP(=S)(OC)OC)cc2)cc1,-15%,-4%&0%,11%,x,u,x,x
CCCCOC(=O)n1c(=O)oc2cc(S(=O)(=O)N3CCCCC3)ccc21,u,-1%,-6%,-1,9%,-5,1%
CCOc1ccc2c(c1)C(c1ccc(C)cc1)=NNC(c1ccc(C)cc1)=N2,u,-9%,-4%,85*,-7%,55*,3%
Cc1ccc(NC(=O)NC2C(NC(=O)Nc3ccc(C)cc3)N(C)C(=O)N2C)cc1 (configuration not stated),2%,4%,-15%,18,x,0,-11%
CCOC(=O)c1ccc(NC(=O)NCc2c(C)nn(CC)c2C)cc1,u,0%,2%,-3,-22%,0,0%
